CHT PAM – CHT positive allosteric modulators, primary screen, cell-based, membrane potential dye, choline EC20; High affinity choline transporter 1 (Homo sapiens), Q9GZV3; CHT-expressing cells; stronger effect = higher value; LV-AA mutant CHT in HEK293 cells; B-score at 10 µM; hit rate 0.49% among 310,000;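 active = initial fluorescence not abnormally high and integrated response B-score, plate-corrected, over 3 SD above library mean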
Target sequence (Q9GZV3 whole entry, looked up): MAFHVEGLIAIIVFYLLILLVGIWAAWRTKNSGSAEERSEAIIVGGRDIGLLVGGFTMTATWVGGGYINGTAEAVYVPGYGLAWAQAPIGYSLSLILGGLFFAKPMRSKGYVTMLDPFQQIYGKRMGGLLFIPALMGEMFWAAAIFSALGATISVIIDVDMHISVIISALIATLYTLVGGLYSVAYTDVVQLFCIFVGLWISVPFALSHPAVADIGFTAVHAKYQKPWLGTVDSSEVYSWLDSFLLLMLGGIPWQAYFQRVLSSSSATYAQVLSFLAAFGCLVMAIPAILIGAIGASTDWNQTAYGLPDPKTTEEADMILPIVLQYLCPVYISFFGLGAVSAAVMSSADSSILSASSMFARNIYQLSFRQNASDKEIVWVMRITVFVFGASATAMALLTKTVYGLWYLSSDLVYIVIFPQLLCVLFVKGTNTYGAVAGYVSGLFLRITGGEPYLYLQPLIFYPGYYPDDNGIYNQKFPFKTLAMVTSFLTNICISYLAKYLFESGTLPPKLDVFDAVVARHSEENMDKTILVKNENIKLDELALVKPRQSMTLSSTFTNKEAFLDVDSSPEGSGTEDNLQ
OX1R antag-1 – OX1R (HCRTR1) antagonists, primary screen, fluorescence, CHO/OX1R cells, Fluo-8 calcium, orexin A. Orexin/Hypocretin receptor type 1 (Homo sapiens), O43613. Fluo-8 calcium fluorescence. inhibition, % at 5 µM. hit rate 0.43% among 330,000. AID 434989, 2010;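 active = inhibition above its plate's threshold, mean inhibition of all tested compounds on the plate plus 3 SD, cut at about 37% in these data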;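 also: 0% = orexin A challenge wells and 100% = SB-334867-A antagonist wells; not every result past the cut was called active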
Target sequence (O43613 whole entry, looked up): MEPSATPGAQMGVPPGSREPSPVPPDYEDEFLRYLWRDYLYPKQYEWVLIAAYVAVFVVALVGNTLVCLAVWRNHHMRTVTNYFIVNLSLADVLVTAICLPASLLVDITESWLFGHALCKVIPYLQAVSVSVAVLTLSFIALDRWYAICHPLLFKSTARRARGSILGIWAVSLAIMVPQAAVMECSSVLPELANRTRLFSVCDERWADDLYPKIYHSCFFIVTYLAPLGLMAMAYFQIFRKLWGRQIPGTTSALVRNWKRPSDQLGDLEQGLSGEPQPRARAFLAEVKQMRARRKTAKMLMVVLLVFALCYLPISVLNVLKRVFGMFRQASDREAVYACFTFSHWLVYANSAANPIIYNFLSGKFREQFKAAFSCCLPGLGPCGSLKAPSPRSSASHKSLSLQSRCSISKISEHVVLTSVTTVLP
OX1R antag-2 – antagonists of human orexin 1 receptor (OX1R); OX1R-expressing cells, FRET antagonist read-out; inhibition, % at 6.6 µM; hit rate 1.8% among 330,000; AID 485270, 2010; in the data active = inhibition mostly above about 38%, no sharp cut-off; inactive = mostly below about 40%;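 also: 0% = agonist challenge alone and 100% = reference antagonist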
* = called active by the depositor; i = inactive; x = no result given.

The opening seven entries, to show the layout:
SMILES	CHT PAM	OX1R antag-1	OX1R antag-2
COC(=O)C1=NNC2C(=O)N(C3CCCCC3)C(=O)C12 (centres undefined)	i	-8	-6
COc1ccc(O)c(-c2[nH]ncc2C(=O)c2ccccc2C)c1	i	-16	11
CC1CCN(S(=O)(=O)c2ccc(C(=O)NC3CCS(=O)(=O)C3)cc2)CC1 (centres undefined)	i	2	21
CN1CCN(C(=O)NC2CCCN2S(=O)(=O)c2ccc(Cl)cc2)CC1 (centres undefined)	i	-28	4
O=c1c2ccccc2nc2sc3ccccc3n12	i	-10	42
C(=C\c1ccc(/C=C/c2ccccc2)nn1)/c1ccccc1	i	0	3
CC(CC(=O)O)CC(=O)Nc1ccc(Br)cc1 (centres undefined)	i	-11	4

Results, from the start:
SMILES	CHT PAM	OX1R antag-1	OX1R antag-2
COC(=O)C1=NNC2C(=O)N(C3CCCCC3)C(=O)C12 (centres undefined)	i	-8	-6
COc1ccc(O)c(-c2[nH]ncc2C(=O)c2ccccc2C)c1	i	-16	11
CC1CCN(S(=O)(=O)c2ccc(C(=O)NC3CCS(=O)(=O)C3)cc2)CC1 (centres undefined)	i	2	21
CN1CCN(C(=O)NC2CCCN2S(=O)(=O)c2ccc(Cl)cc2)CC1 (centres undefined)	i	-28	4
O=c1c2ccccc2nc2sc3ccccc3n12	i	-10	42
C(=C\c1ccc(/C=C/c2ccccc2)nn1)/c1ccccc1	i	0	3
CC(CC(=O)O)CC(=O)Nc1ccc(Br)cc1 (centres undefined)	i	-11	4
N=c1c(S(=O)(=O)c2ccc(Cl)cc2)cc2c(=O)n3ccccc3nc2n1Cc1ccco1	i	-16	12
Cc1ccccc1C(=O)/C=C1\NC(=O)CS1	i	-32	9
CCOC(=O)Cc1csc(NC(=O)c2ccc3ccccc3n2)n1	i	-14	61
O=C(CNC(=O)c1cccs1)NCC(=O)OCc1c(Cl)cccc1Cl	i	-3	6
CC(Oc1ccccc1)C(=O)NNC(=O)c1ccccn1 (centres undefined)	i	-16	14
COc1cc(C(=O)NCc2ccc(S(N)(=O)=O)cc2)ccc1OCC(=O)Nc1cccc(C(F)(F)F)c1	i	-1	7
CC(CN(C)Cc1ccccc1)OC(=O)c1cccs1 (centres undefined)	i	-44	19
CCOC(=O)CN(C(=O)CNC(=O)c1cccs1)C(C(=O)NC1CCCCC1)c1cccs1 (centres undefined)	i	-31	30
COc1ccc(/C=C/C(=O)NC(=S)Nc2ccc(S(N)(=O)=O)cc2)cc1OC	i	-8	15
COc1ccc(-n2c(SC(C)C(=O)Nc3ncc(Cl)cc3Cl)nc3ccccc32)cc1 (centres undefined)	i	-50	13
O=C(Cn1nnc(-c2ccccc2-n2cnnn2)n1)c1ccccc1	i	-9	14
COc1ccc(NC(=O)CC(C)n2ccnc2)cc1 (centres undefined)	i	1	5
Cc1c(OCC(=O)NCc2ccncc2)ccc2c3c(c(=O)oc12)CCCC3	i	-12	12
O=C(Nc1ccc(F)cc1)c1ccccc1CC[N+](=O)[O-]	i	-18	11
CCOC(=O)c1[nH]c(C)c(C(=O)N2CCc3c([nH]c4ccccc34)C2c2ccccn2)c1C (centres undefined)	i	-1	6
COC(=O)c1c(C)nn(-c2ccc(OC(F)(F)F)cc2)c1-c1snnc1C	i	-37	17
O=C(OCC(=O)N1CCCC1)c1cc(Br)ccc1Cl	i	-5	29
O=C(CN1C(=O)NC2(CCCC2)C1=O)Nc1nc2ccccc2[nH]1	i	-9	4
CC1CN(S(=O)(=O)c2cccc(C(=O)OCCOc3ccccc3)c2)CC(C)O1 (centres undefined)	x	-6	13
COc1ccccc1CN1CCN(Cc2ccco2)CC1	i	-10	-1
O=C(CN1C(=O)NC(c2ccccc2)(c2ccccc2)C1=O)NCc1ccccc1	x	2	14
Cc1cccc(C)c1NC(=O)CN(C)C(=O)COc1cccc2c1OC(C)(C)C2	i	6	3
CCCCNC(=O)c1onc(CSc2ccc(Cl)cc2)c1C(=O)O	i	-13	22
O=C(CSCc1cccc(F)c1)N1CCN(c2ccccc2)CC1	i	0	9
NC(=O)COC(=O)c1ccccc1SCC(=O)NC1CCCCCCC1	i	-19	16
CCc1ccc(C(CNC(=O)c2ccc3c(=O)n(-c4ccccc4F)c(=S)[nH]c3c2)N(C)C)cc1 (centres undefined)	i	-14	19
O=C1NC2(CCCCCC2)C(=O)N1Cc1cccc([N+](=O)[O-])c1	i	-7	8
O=C(Nc1ccc(F)cc1)NC1CCN(Cc2nnnn2Cc2ccco2)CC1	i	-16	6
COc1ccc(C(=O)N2CCN(c3ccc(C(C)=O)cc3)CC2)cc1S(=O)(=O)N1CCCC1	x	-23	1
Cc1oc(S(=O)(=O)N(C)C)cc1C(=O)Nc1ccc(Cl)cc1	i	1	1
CSc1ccc(-c2nc(CN3CCCCC3c3cccnc3)c(C)o2)cc1 (centres undefined)	i	-39	26
Cc1nn(C2CCCCC2)c(N)c1-c1ccccc1	i	-25	3
CCCCOc1ccc(-c2nnc(-c3cc[n+](C)cc3)o2)cc1	i	-4	102*
CN(C)CCNC(=O)c1csc(Nc2cccc3ccccc23)n1	i	-27	24
CCCCNC(=O)NC12CC3CC(CC(C3)C1)C2	i	-13	12
CCOC(=O)C(=O)/C(C#N)=C/Nc1ccc(F)cc1	i	-3	-4
CC(C)c1ccc(-c2cc(C(=O)N3CCOCC3)c3cc(Br)ccc3n2)cc1	i	-24	36
O=C(CC1C(=O)NCCN1Cc1ccc(F)cc1)NCCN1CCCc2ccccc21 (centres undefined)	i	-14	8
COCCN1C(=O)N[C@@H](c2cccc(C(F)(F)F)c2)[C@@H](C(=O)OC)[C@H]1C	i	-4	7
O=C(Nc1nc(-c2ccccn2)cs1)c1ccc([N+](=O)[O-])o1	i	-22	2
CC(C)c1ccc(/C=C2\SC(N3CCOCC3)=NC2=O)cc1	i	-21	27
O=C(O)C1CC=CCC1C(=O)NCCCCc1ccccc1 (centres undefined)	i	-7	5
CC(Sc1nn(-c2ccc(F)cc2)c(=S)s1)C(=O)c1c(N)n(C)c(=O)n(C)c1=O (centres undefined)	i	-14	26

The results go on:
SMILES	CHT PAM	OX1R antag-1	OX1R antag-2
CCC(=O)O/N=C(\N)c1ccc(Oc2cc(C)c(Cl)c(C)c2)c([N+](=O)[O-])c1	i	-21	9
CCc1ccc(N2CC(C(=O)OCC(=O)Nc3ccccc3C)CC2=O)cc1 (centres undefined)	x	-21	4
COc1ccc(-n2ccc(=O)c(C(=O)Nc3ccc(S(=O)(=O)Nc4nccs4)cc3)n2)cc1	i	0	20
CCNC(=S)NNC(=O)c1cc(-c2cccnc2)nc2ccccc12	i	-7	13
Cc1cccc(C)c1NC(=O)NC1(C(=O)NCCN2CCOCC2)CCCCC1	i	-15	20
FC(F)(F)c1nnc2c(Sc3ccccc3)nc3ccc(Cl)cc3n12	i	-30	21
Cc1ccc(-n2ccc(=O)c(C(=O)Nc3ccc(S(=O)(=O)Nc4nccs4)cc3)n2)cc1	i	0	13
CC(NC(=O)c1cccc(S(=O)(=O)N(C)C)c1)C1CC2CCC1C2 (centres undefined)	i	-28	14
C/C(CC(=O)Nc1c(Cl)cccc1C(F)(F)F)=N\NC(=O)c1cnccn1	i	7	6
CSc1ccccc1NC(=O)COC(=O)Cn1cc(C(F)(F)F)ccc1=O	x	-8	0
COC(=O)N/N=C/c1cn(CCOc2ccc(OC)cc2)c2ccccc12	i	-7	6
Cc1ccc(NC(=O)CCc2nc3ccccc3[nH]2)cc1C	i	-11	27
O=C(CS(=O)(=O)c1ccc2ccccc2c1)Nc1ccccc1Cl	i	-29	30
O=c1cc(CN2CCc3ccccc32)nc2sccn12	i	-17	21
COc1cccc(NC(=O)CCNC(=O)C2CCN(S(=O)(=O)c3ccc(F)cc3)CC2)c1	i	-25	21
Cc1cc(Nc2ccccc2)nc(N)n1	i	-12	9
COc1ccc(CCN(Cc2cccs2)S(=O)(=O)c2ccc(-n3cnnn3)cc2)cc1OC	i	-2	41
Cc1cccc(NC(=S)NC(=O)c2cc(-c3ccccc3)nc3ccccc23)c1	i	-23	17
O=C1N2CN(C(c3ccccc3)c3ccccc3)CN=C2SC1(CO)CO	i	-14	19
Cc1ccccc1NC(=O)c1nn(-c2ccc(F)c(F)c2)ccc1=O	i	-8	10
O=C1NC[C@H](Cc2ccccc2)N(CC2CCCCC2)C1=O	i	-22	20
O=S(=O)(CCn1cccc1)CCn1cccc1	i	5	2
Cc1ccc2c(c1)c1nnc(SCC(=O)N3CCCc4ccccc43)nc1n2CC(=O)O	i	-19	34
CC(=O)Nc1cccc(NC(=O)c2cccc(OCc3ccccc3)c2)c1	i	0	4
Cc1ccc(NC(=O)N2CCCCCC2)cc1C	i	-6	26
CCCC(=O)Nc1ccccc1NC(=O)C1CCCCC1	i	-27	20
O=C(Cn1nnc2ccccc21)OCC(=O)c1ccc(Cl)cc1	i	-17	23
CCOc1cc(/C=N/N=C2/NC(=O)C(CC(=O)O)S2)ccc1OCc1ccccc1Cl (centres undefined)	i	4	0
Cc1ccc(S(=O)(=O)/N=C2/NC(=O)/C(=C\c3ccco3)S2)cc1	i	-12	41
O=C(O)CCS(=O)(=O)c1nc(-c2cccs2)cc(C(F)(F)F)n1	i	-24	9

Shown as a hit in OX1R antag-2, of those listed so far:
compound,OX1R antag-1,OX1R antag-2
CCCCOc1ccc(-c2nnc(-c3cc[n+](C)cc3)o2)cc1,-4,102*

Continuation.
SMILES	CHT PAM	OX1R antag-1	OX1R antag-2
CCOC(=O)CNC(=S)N(CCCN1CCCC1)Cc1cccs1	i	-10	11
CCN1C(=O)CS/C1=N\c1nccs1	i	0	18
CCCCNC(=O)[C@@H]1CSC2c3ccc(OC)c(OC)c3C(=O)N21 (some centres undefined)	i	-16	-7
CCN(CC)S(=O)(=O)c1ccc(OC)c(NC(=S)Nc2ccc(C)c(C)c2)c1	i	-16	29
N#C/C(=C\Nc1ccc(Cl)cn1)S(=O)(=O)c1ccccn1	i	-6	2
O=C(Nc1ccon1)Nc1cc(Cl)ccc1Cl	i	-7	5
N#CCSc1nnc(CNc2cccc(Cl)c2)o1	i	-2	22
O=C(Nc1nc2ccccc2c(=O)s1)c1ccco1	i	1	5
CCCCC(NC(=O)c1ccc(C#N)cc1)C(=O)NCCC (centres undefined)	x	-26	-2
Cc1ccc(Cc2nc(-c3cccnc3)no2)cc1	i	-21	9
COc1cc(-c2ccc3oc(-c4ccsc4)c(C#CC4(O)CCCCC4)c3c2)cc(OC)c1OC	i	-61	39
O=C(Cn1ncc2c3ccccc3n(Cc3ccccc3)c2c1=O)NCCCN1CCCC1	i	-14	9
CS(=O)(=O)c1ccc(C(=O)Nc2ccc(S(=O)(=O)N3CCCCC3)cc2)cc1	i	-16	25
O=C(CCNS(=O)(=O)c1cccc2nonc12)NCc1cccs1	i	-10	44
CCCn1c(=O)c2c(nc3n2CCCN3CCc2ccc(OC)c(OC)c2)n(C)c1=O	i	-45	4
O=C(Nc1cccc(S(=O)(=O)N2CCOCC2)c1)[C@@H]1CCCN1S(=O)(=O)c1ccc(Cl)cc1	i	9	41
O=S(=O)(CCc1nc2ccccc2o1)c1ccc2ccccc2c1	i	2	45*
COC(=O)c1c(-c2ccc(C)cc2)csc1NC(=O)c1c(-c2ccccc2)noc1C	i	-39	14
COC(=O)c1ccc(C(=O)NN)cc1	i	-17	3
COc1ccc(CC(=O)NN2C(=O)c3ccccc3C2=O)cc1	i	-3	33

Three compounds out of the list above, arranged by the value under OX1R antag-1, largest number first:
mol	OX1R antag-1	OX1R antag-2
COc1ccc(CC(=O)NN2C(=O)c3ccccc3C2=O)cc1	-3	33
COC(=O)c1ccc(C(=O)NN)cc1	-17	3
COC(=O)c1c(-c2ccc(C)cc2)csc1NC(=O)c1c(-c2ccccc2)noc1C	-39	14

Next section
SMILES	CHT PAM	OX1R antag-1	OX1R antag-2
Nc1c(C(=O)NCc2ccc3c(c2)OCO3)nnn1Cc1cccc(F)c1	i	-15	19
O=C(c1ccco1)N1CCN(S(=O)(=O)Cc2ccccc2Cl)CC1	i	-15	20
CC(C)C[C@H](NC(=O)C1CC(=O)N(c2ccc(F)cc2)C1)C(=O)N1CCCCC1 (some centres undefined)	i	-19	13
CCCCn1c(N)c(N(CC(C)C)C(=O)CCS(=O)(=O)c2ccc(C)cc2)c(=O)[nH]c1=O	i	-24	4
CCN(CC(=O)Nc1ccccc1C(F)(F)F)C(=O)Cc1sc(C)nc1-c1ccc(F)cc1	i	-33	23
CN1CCSc2ccc(C(=O)NCc3ccccc3F)cc21	i	-11	9
O=C(Cn1cnc2c(NCc3ccccc3)ncnc21)NCc1ccc2[nH]ccc2c1	x	-7	8
CCNC(=O)c1ccc(=O)n(Cc2ccc(Cl)cc2Cl)c1	i	-21	10
COc1ccc(OC)c(NC(=O)CC2SC(=Nc3ccc(F)cc3)N(CCC3=CCCCC3)C2=O)c1 (centres undefined)	i	-21	23
CCN(C(=O)COC(=O)CCc1ccccc1OC)c1c(N)n(Cc2ccccc2)c(=O)[nH]c1=O	i	-20	19
Cc1cccc(Cc2c(C)nc3c(C(=O)NCc4ccco4)cnn3c2C)c1	i	2	8
CC(C)NC(=O)N(C)C[C@H]1Oc2c(NC(=O)Nc3ccccc3)cccc2C(=O)N([C@H](C)CO)C[C@@H]1C	x	-17	2
CCSc1nc2sc3c(c2c(=O)[nH]1)CC(C)(C)OC3	i	-27	1
CC(C)N(Cc1cnn(C)c1)Cc1nc(COc2ccccc2)no1	i	-7	-2
COc1cc(C(=O)OCC(=O)NCC2CCCO2)cc(OC)c1OC (centres undefined)	x	-21	-1
C1=C(CCNCC2CCCCC2)CCCC1	i	-14	4
